Gli-Sufu antag: Gli-Sufu pathway antagonists, primary screen, luciferase luminescence, Sufu-KO-LIGHT cells, uHTS | Sufu-KO-LIGHT fibroblasts, Gli luciferase reporter luminescence | inhibition, % at 5 µM | hit rate 0.74% among 340,000 | AID 588413, 2011;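 active means inhibition above about 55%, limit read from the data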;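 further: 0% = DMSO-treated cells and 100% = wells with medium but no cells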
697 NFkB inh: inhibitors of PMA/ionomycin-induced NF-kB reporter, 697 cells, primary screen, B-cell NF-kB inhibitor project, cell-based, luminescence, uHTS; inhibition, % at 4 µM; 697 B-cell NF-kB luciferase reporter, 16 h; hit rate 0.33% among 330,000; in the data active means inhibition above about 35%
XBP1 UPR activ: activators of adaptive XBP1 UPR arm, primary screen, cell-based, CHO-XBP1 luciferase reporter, luminescence, uHTS; IRE1-XBP1 UPR activation; percent of tunicamycin response, DMSO as zero; AID 463104, 2010; activation, % at 20 µM; hit rate 0.33% among 330,000;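 active means versus positive control, 20 µM dose yields 30% or more activation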;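 further: 100% = tunicamycin at 10 µg/mL and 0% = DMSO only wells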
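Material: CHO cell line with stable XBP1 luciferase reporter; buffer or medium: F12 medium containing 10% fetal bovine serum; compound: single point, 20 µM final compound, 1% DMSO; incubation: 6 h treatment, 37 °C; measured by: glow luminescence from Steady-Glo reagent; evaluation: activation, % of tunicamycin; control set: tunicamycin high, DMSO low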
CCR6 antagonist: CCR6 receptor antagonists, primary screen, cell-based, CHO-K1, luminescence, beta-arrestin, uHTS; C-C chemokine receptor type 6 (Homo sapiens), P51684; CHO-K1 CCR6 PathHunter beta-arrestin, CCL20-stimulated; inhibition, % at 20 µM; hit rate 0.49% among 340,000;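 active means compounds whose inhibition of the agonist-driven luminescence signal at 20 µM reaches about 50%, limit read from the data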;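 further: cells stimulated with CCL20 at 14 nM final; plate controls were DMSO with CCL20 for no effect and DMSO without agonist for full effect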
Mdm2 MdmX PPI: inhibitors of human Mdm2-MdmX association, primary screen, cell-based, luminescence, split luciferase, SaOS-2, uHTS; Protein Mdm4 (Homo sapiens) + E3 ubiquitin-protein ligase Mdm2 (Homo sapiens), …; SaOS-2 split-luciferase Mdm2/MdmX complementation; inhibition, % at 8 µM; hit rate 3% among 330,000; AID 485346, 2010;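 active means inhibition of at least 50% at 8 µM in the primary screen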
CHOP UPR activ: activators of apoptotic CHOP UPR arm, primary screen, cell-based, CHO-CHOP luciferase reporter, luminescence, uHTS. hit rate 0.34% among 330,000. activation, % at 10 µM. UPR activation; percent of tunicamycin response over DMSO baseline;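 active means at 10 µM dose, activation of 40% or more, normalized to positive control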;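 further: 100% = tunicamycin at 10 µg/mL and 0% = DMSO alone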
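measured by = luciferase luminescence | assay system = CHO-CHOP cells, stable luciferase reporter of PERK-eIF2a-CHOP signalling | amount = 500 reporter cells seeded per well | timing = 6 h compound exposure at 37 °C after overnight seeding | controls = positive tunicamycin 10 µg/mL, negative DMSO alone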
CXCR6 inh: CXCR6 receptor inhibitors, primary screen, cell-based, beta-arrestin, luminescence, CHO-K1 PathHunter, 1536-well | C-X-C chemokine receptor type 6 (Homo sapiens), O00574 | inhibition, % at 20 µM | hit rate 0.36% among 360,000 | AID 602244, 2012; in the data active means inhibition above about 34%, passing the limit was not always enough;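 further: antagonist mode with CXCL16 agonist at 10 nM final; 0% = 10 nM CXCL16 with DMSO and 100% = unstimulated wells without agonist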
Target sequence (O00574 whole entry, looked up): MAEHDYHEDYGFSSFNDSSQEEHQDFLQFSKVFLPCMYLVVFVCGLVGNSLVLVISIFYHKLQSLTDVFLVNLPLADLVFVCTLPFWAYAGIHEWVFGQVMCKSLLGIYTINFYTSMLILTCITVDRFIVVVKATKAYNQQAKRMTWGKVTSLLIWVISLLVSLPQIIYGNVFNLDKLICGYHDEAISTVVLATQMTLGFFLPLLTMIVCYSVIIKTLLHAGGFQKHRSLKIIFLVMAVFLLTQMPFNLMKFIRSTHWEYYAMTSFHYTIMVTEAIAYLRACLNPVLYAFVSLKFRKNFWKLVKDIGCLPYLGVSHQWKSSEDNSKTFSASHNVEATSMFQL
EBI2 block: EBI2 receptor antagonists, beta-arrestin recruitment, primary screen, cell-based, luminescence, 7a,25-OHC stimulation, uHTS. G-protein coupled receptor 183 (Homo sapiens), P32249. 7a,25-OHC stimulated. inhibition, % at 5 µM. hit rate 0.81% among 360,000; in the data active means inhibition above about 38%;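 further: enzyme fragment complementation signal reports receptor beta-arrestin coupling in cells; 0% = agonist plus DMSO wells and 100% = wells without agonist; some results beyond the cut were filed as inactive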
Target sequence (P32249 whole entry, looked up, the tested form may be a part): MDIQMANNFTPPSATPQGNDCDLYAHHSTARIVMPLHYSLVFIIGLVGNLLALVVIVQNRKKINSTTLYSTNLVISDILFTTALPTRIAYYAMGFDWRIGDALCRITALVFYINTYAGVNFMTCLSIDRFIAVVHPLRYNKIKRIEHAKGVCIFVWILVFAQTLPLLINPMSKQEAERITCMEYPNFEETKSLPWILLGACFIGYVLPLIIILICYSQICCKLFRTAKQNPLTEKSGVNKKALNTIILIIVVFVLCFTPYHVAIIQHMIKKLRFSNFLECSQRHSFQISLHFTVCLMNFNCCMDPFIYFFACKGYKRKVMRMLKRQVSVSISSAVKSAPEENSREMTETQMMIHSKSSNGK
Jurkat NFkB inh: inhibitors of induced NF-kB luciferase reporter, primary screen, TCR NF-kB activation inhibitor project, cell-based, luminescence, uHTS; Jurkat, PMA/ionomycin-induced NF-kB luciferase reporter; inhibition, % at 4 µM; hit rate 0.53% among 330,000; AID 435003, 2010; in the data active means inhibition above about 50%
Numbers without * were called inactive; x = not tested or not shown.

SMILES	Gli-Sufu antag	697 NFkB inh	XBP1 UPR activ	CCR6 antagonist	Mdm2 MdmX PPI	CHOP UPR activ	CXCR6 inh	EBI2 block	Jurkat NFkB inh
C[C@H](O)CC1=C[C@H](O)[C@@H](C)OC1=O	0	-1	-1	2	-9	2.4	-3	3	12
COc1ccc(Cl)cc1NC(=O)CSc1nc(-c2ccccc2)cc(=O)[nH]1	0	-11	-4	-9	-6	2.6	-9	7	-9
COc1ccc(/C=N/n2c(C)cc(C)c(C(N)=O)c2=O)cc1	-1	-10	-1	-9	6	-1.4	-4	-18	1
Cc1cccc2c(-c3ccccc3)cc(=O)[nH]c12	-2	-21	0	13	34	0.2	5	18	-3
Cc1cc(=O)n2[nH]cc(-c3ccccc3)c2n1	-9	1	-3	12	2	2.9	-2	-8	-4
CCCCNC(=O)Nc1ccc(C2SCCS2)cc1	-15	0	2	1	-41	2.7	-2	-21	-31
COc1ccc(N(CC(=O)N2CCCCCC2)S(=O)(=O)c2ccccc2)cc1	25	-14	-4	9	30	-0.5	-4	1	-43
Cc1ccc(-c2csc(N(CCc3ccccc3)C(=O)COc3ccccc3)n2)cc1	6	21	6	3	16	-0.1	-1	22	-22
O=C(Nc1ccc(Br)cc1)c1cc(-c2ccc3c(c2)OCO3)on1	22	-22	-1	10	36	0.5	7	7	1
Cc1c[n+]([O-])cc(C)c1[N+](=O)[O-]	8	x	x	-1	x	x	4	-3	x
O=C1c2ccc(-c3ccc(Cl)c(C(F)(F)F)c3)cc2S(=O)(=O)c2cccc(C(=O)N3CCN(c4ncc(Br)cn4)CC3)c21	2	-39	1	-8	10	3.8	-7	-7	-7
CN=C1SC(C(=O)O)CC(=O)N1C (stereo not drawn)	0	7	2	-9	39	-0.5	-5	-9	10
CCCc1[nH]n(-c2nc3ccccc3s2)c(=O)c1C=NCCN1CCOCC1	1	-26	0	-1	-7	1.2	-1	-10	-35
CCC(Sc1ncccc1C(=O)O)C(=O)N1CCCC1 (stereo not drawn)	5	-3	0	6	-20	-0.8	1	-7	2
CC(=O)Nc1nnc(CSCc2ccc(F)cc2)s1	4	-11	3	8	20	0.5	8	0	15
C=CCN(CC=C)C(=O)c1ccncc1	3	5	1	5	-7	0.2	-7	-6	2
CCOc1ccc(/C=N\NC(=O)c2c(C)nc3cc(C)ccn23)cc1	-8	4	-5	13	-4	0.1	4	5	3
COc1ccccc1N1CCN(C(=O)C(CC(C)C)NC(=O)C2CCCCC2)CC1 (stereo not drawn)	2	6	-3	12	-9	-1.6	24	-1	17
COc1ccc(NS(=O)(=O)c2cc(NC(=O)CC(=O)c3ccc([N+](=O)[O-])cc3)ccc2C)cc1	10	2	-2	32	13	-0.9	17	-5	-2
Cc1nc2sc(C(c3ccccc3)N3CCN(C(=O)c4ccco4)CC3)c(O)n2n1 (stereo not drawn)	6	4	-3	7	8	-1.3	-3	4	24

Part of the list above, with two lines to a compound:
Results follow in this order: Gli-Sufu antag	697 NFkB inh	XBP1 UPR activ	CCR6 antagonist	Mdm2 MdmX PPI	CHOP UPR activ	CXCR6 inh	EBI2 block	Jurkat NFkB inh
Cc1cccc2c(-c3ccccc3)cc(=O)[nH]c12
→ -2	-21	0	13	34	0.2	5	18	-3
CCOc1ccc(/C=N\NC(=O)c2c(C)nc3cc(C)ccn23)cc1
→ -8	4	-5	13	-4	0.1	4	5	3

As a short view, 6 of the compounds above.
SMILES	Gli-Sufu antag	697 NFkB inh	XBP1 UPR activ	CCR6 antagonist	Mdm2 MdmX PPI	CHOP UPR activ	CXCR6 inh	EBI2 block	Jurkat NFkB inh
C[C@H](O)CC1=C[C@H](O)[C@@H](C)OC1=O	0	-1	-1	2	-9	2.4	-3	3	12
COc1ccc(Cl)cc1NC(=O)CSc1nc(-c2ccccc2)cc(=O)[nH]1	0	-11	-4	-9	-6	2.6	-9	7	-9
COc1ccc(/C=N/n2c(C)cc(C)c(C(N)=O)c2=O)cc1	-1	-10	-1	-9	6	-1.4	-4	-18	1
Cc1cccc2c(-c3ccccc3)cc(=O)[nH]c12	-2	-21	0	13	34	0.2	5	18	-3
Cc1cc(=O)n2[nH]cc(-c3ccccc3)c2n1	-9	1	-3	12	2	2.9	-2	-8	-4
CCCCNC(=O)Nc1ccc(C2SCCS2)cc1	-15	0	2	1	-41	2.7	-2	-21	-31

(next part)
SMILES	Gli-Sufu antag	697 NFkB inh	XBP1 UPR activ	CCR6 antagonist	Mdm2 MdmX PPI	CHOP UPR activ	CXCR6 inh	EBI2 block	Jurkat NFkB inh
N#Cc1c(N)c(C(=O)c2ccccc2)n2ccccc12	3	5	2	10	23	0.4	1	4	-17
COc1cccc(OCC(=O)NNC(=S)Nc2ccc(Cl)cc2Cl)c1	-4	13	3	22	-24	1.6	4	-1	20
CC1CCN(C(=O)Cc2nn(C)c(=O)c3ccccc23)CC1	0	-3	-1	-10	20	1.3	-1	10	-8
CCOC1=C/C(=C/c2c(N)n3oc(C)cc3nc2=O)C=CC1=O	x	15	0	x	-13	-0.4	x	x	-10
FC(F)(F)C(F)(F)C(F)(F)c1nnc2ccc(N3CCOCC3)nn12	4	-39	-4	5	9	-0.5	-1	-1	4
O=C(NC1CCCCC1)C1CC(=O)N(c2cccc([N+](=O)[O-])c2)C1 (stereo not drawn)	9	0	-3	-20	5	1.4	4	6	5
Cc1ccc(S(=O)(=O)N(C)C)cc1NC(=O)CSc1nc2ncc(Cl)cc2[nH]1	-1	-3	-1	5	3	-0.7	6	1	9
COc1ccc(S(=O)(=O)N2CCCCCC2)cc1Br	-1	x	x	16	x	x	0	-5	x
CCOC(=O)c1ccc(N2CN(C3CCCCC3)CNC2=S)cc1	9	-12	0	-5	-2	3.2	16	-6	-5
Cc1nc(-c2nnc(SCC(=O)Nc3ccc(Cl)cc3)n2C)cs1	-17	-10	-2	12	1	-3.1	-6	5	-10
COc1ccc(C(=O)CSC2=NS(=O)(=O)c3cc(Cl)ccc3N2)cc1	-4	-39	0	-6	11	-0.7	-6	-1	0
N#Cc1c(-c2ccccc2)nc2n1CCS2	-13	-41	9	4	-22	1.6	-6	-8	-6
CCCCCCCC(=O)N/N=C/c1ccc(Br)cc1	-5	-1	0	11	24	-0.3	-4	15	-7
COc1ccc(C)cc1NS(=O)(=O)c1ccc(NS(=O)(=O)c2ccc(NC(C)=O)cc2)cc1	4	10	-3	15	6	0.8	-4	-5	-7
Cc1noc(C)c1S(=O)(=O)N1CCCC(C(=O)Nc2nccs2)C1 (stereo not drawn)	6	-20	-3	4	-40	-0.3	3	-1	9
COc1ccc(OC)c(N2C(=O)CC(Cc3ccc(Cl)cc3)C2=O)c1 (stereo not drawn)	-6	-21	-2	-1	-10	1.1	-1	-1	5
COc1ccc(/C=N/NC(=O)CCCOc2ccc(Cl)cc2Cl)cc1[N+](=O)[O-]	-17	7	-1	12	5	-0.8	-8	4	-7
O=C(C[n+]1ccccc1)NNc1ccccc1	-1	14	-5	10	1	-0.6	-21	-2	24
CCOC(=O)Cc1csc(SCC(=O)NC2CCC(C)CC2)n1 (stereo not drawn)	-22	-6	1	16	-5	-1.1	-2	2	-5
O=C(Nc1cccc(Cl)c1)Nc1nccs1	-54	-45	6	4	-9	6.4	-20	-4	-28
CS(=O)(=O)N1CCCC(C(=O)NCCCN2CCc3ccccc3C2)C1 (stereo not drawn)	3	-5	-1	2	26	1.5	3	5	7
COc1ccc(NC(C)=O)c(C)c1	-4	5	10	6	12	-0.5	-1	-4	2
Cc1onc(-c2c(F)cccc2Cl)c1C(=O)N1CCOC12CCCCC2	-5	-8	5	18	6	-0.1	3	5	-9
Cc1cc(=O)oc2cc(OCC(=O)OCC(=O)N(C)C3CCS(=O)(=O)C3)ccc12 (stereo not drawn)	-1	6	-2	2	0	1.4	-5	3	4
COC(=O)c1nnn(-c2ccc(F)c(Cl)c2)c1C(=O)OC	-5	14	-4	14	19	-0.8	14	-20	5
CN(C(=O)COc1ccc(S(=O)(=O)N2CCOCC2)cc1[N+](=O)[O-])C1CCS(=O)(=O)C1 (stereo not drawn)	4	12	-1	-2	-13	0.5	-3	2	0
N#Cc1c(NC(=O)c2ccc(N3CCOCC3)c([N+](=O)[O-])c2)sc2c1CCCC2	-5	-5	-1	36	40	-2.5	16	20	-30
COc1c(F)c(F)c(C(=O)O)c(Nc2cccc(C)c2)c1F	-5	-5	-2	3	-23	4.1	2	9	-30
Cc1cnc(C(=O)OCC(=O)Nc2ccc(C)c(S(=O)(=O)N3CCCCCC3)c2)cn1	2	-20	0	11	-12	-0.2	-11	-10	-4
O=C(NCc1ccc2c(c1)OCO2)c1cc(COc2c(F)cccc2F)on1	-5	-2	0	17	-10	3.5	-13	-20	2
CC(C)C(NC(=O)c1ccc(C(C)(C)C)cc1)C(=O)O (stereo not drawn)	6	10	-1	-5	-11	-2.3	-1	-6	5
Cc1cnc(C(=O)Nc2nccs2)cn1	14	-25	4	16	4	-0.1	-2	3	-11
CCOc1ccc(CCNC(=O)COC(=O)CCC(=O)c2cccs2)cc1OCC	-16	7	-1	8	9	-0.6	-5	-5	15
CCOC(=O)C1CCN(C(=O)c2[nH]c3ccc(OC)cc3c2C)CC1	4	16	1	-10	-24	-0.1	-1	22	9
COc1cc(C2C(C(=O)c3sc(C)nc3C)=C(O)C(=O)N2CCN(C)C)cc(OC)c1OC (stereo not drawn)	-3	x	x	-24	x	x	-1	-2	x
CCOc1cc(C(=O)Nc2cccc(OCC(=O)N3CCOCC3)c2)cc(OCC)c1OCC	-6	3	-5	4	13	-0.8	-7	-5	4
